Source: PubChem BioAssay (several laboratories)
BoNT A protease = inhibitors of Botulinum neurotoxin A light chain protease. multiplex microsphere protease substrate cleavage, flow cytometry. inhibition, % at 10 µM. 360,000 tested, 0.17% active; note: plate controls were buffer without enzyme for full effect and enzyme alone for no effect
Anthrax LF inh2 = anthrax lethal factor protease inhibition. 360,000 tested, 0.12% active. P15917. inhibition, % at 10 µM. multiplex microsphere protease cleavage assay, LF; note: plate controls were buffer without enzyme for full effect and enzyme alone for no effect
BoNT F protease = blocks Botulinum neurotoxin F light chain protease; Multiplex microsphere protease cleavage assay, flow cytometry; inhibition, % at 10 µM; 360,000 tested, 0.22% active; AID 588497; in the data active = inhibition above about 35%, passing the limit was not always enough; inconclusive = no clear call, values can overlap the other calls; note: plate controls were buffer without enzyme for full effect and enzyme alone for no effect
PfHsp40 rescue = rescue of PfHsp40-mediated yeast toxicity. S. cerevisiae expressing PfHsp40, growth rescue, ATP luminescence. growth rescue, % at 12.5 µM. 340,000 tested, 0.68% active. AID 504582; in the data active = growth rescue above about 28%, passing the limit was not always enough; inconclusive = no clear call, values can overlap the other calls;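 note: yeast W303a lacking pdr1 and pdr3 grown in galactose medium; growth measured after three days at 30 °C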
FadD28 FP inh = blocks FadD28 binding to the bisubstrate probe | fluorescence polarization | inhibition, % at 12.5 µM | 360,000 tested, 0.22% active | AID 588549; in the data active = inhibition above about 8.5%, passing the limit was not always enough; inconclusive = no clear call, values can overlap the other calls
GDH-TPI counter = counter-screen for M. tuberculosis FBA inhibitors: GDH-TPI coupled enzymes | GDH-TPI coupled enzyme counterscreen, NADH absorbance | inhibition, % at 4.8 µM | 360,000 tested, 1.2% active | AID 588335; in the data active = inhibition above about 30%;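 note: 0% = DMSO wells and 100% = wells lacking the enzyme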
Mtb FBA inh = Mtb fructose-bisphosphate aldolase inhibition; P9WQA3; purified M. tuberculosis FBA, fluorescence read-out; inhibition, % at 1 µM; 360,000 tested, 2.3% active; AID 588726; in the data active = inhibition above about 27%;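 note: 0% = vehicle and 100% = reference inhibitor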
Target sequence (P9WQA3 whole entry, looked up): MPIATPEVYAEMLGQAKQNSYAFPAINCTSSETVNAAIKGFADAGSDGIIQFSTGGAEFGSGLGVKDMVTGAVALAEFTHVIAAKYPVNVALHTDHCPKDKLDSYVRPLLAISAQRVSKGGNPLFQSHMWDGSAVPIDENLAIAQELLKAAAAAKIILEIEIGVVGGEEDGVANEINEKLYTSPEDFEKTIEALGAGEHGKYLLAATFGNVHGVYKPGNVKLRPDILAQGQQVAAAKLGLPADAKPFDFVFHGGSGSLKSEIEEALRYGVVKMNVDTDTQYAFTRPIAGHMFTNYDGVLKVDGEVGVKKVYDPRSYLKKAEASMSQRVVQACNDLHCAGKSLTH
Mtb UGM inh = inhibitors of M. tuberculosis UDP-galactopyranose mutase | P9WIQ1 | purified UGM, fluorescence polarization probe displacement | inhibition, % at 10 µM | 320,000 tested, 0.06% active; in the data active = inhibition above about 10%, passing the limit was not always enough; inconclusive = no clear call, values can overlap the other calls
Target sequence (P9WIQ1 whole entry, looked up): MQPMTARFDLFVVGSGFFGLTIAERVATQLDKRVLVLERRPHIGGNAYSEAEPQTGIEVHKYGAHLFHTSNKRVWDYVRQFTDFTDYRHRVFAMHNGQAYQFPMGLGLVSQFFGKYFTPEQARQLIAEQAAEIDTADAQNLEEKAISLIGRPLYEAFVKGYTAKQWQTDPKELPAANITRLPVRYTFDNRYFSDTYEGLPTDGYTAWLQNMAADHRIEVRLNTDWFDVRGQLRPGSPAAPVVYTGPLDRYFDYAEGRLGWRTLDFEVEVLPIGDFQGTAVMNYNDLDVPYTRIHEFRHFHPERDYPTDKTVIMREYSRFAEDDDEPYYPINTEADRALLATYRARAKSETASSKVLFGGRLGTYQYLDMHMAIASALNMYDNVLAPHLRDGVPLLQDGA
BioA inh = inhibitors of Mycobacterium tuberculosis BioA enzyme. purified M. tuberculosis BioA enzyme, plate reader. inhibition, % at 9.99 µM. 360,000 tested, 0.096% active. AID 602481; in the data active = inhibition above about 40%; inconclusive = no clear call, values can overlap the other calls
* = called active by the depositor; ? = inconclusive; / = not tested or not shown; + = active, no number; & = joins results of further samples. Cut-off read from the data, not from the text of the source, unless noted: active = inhibition above about 30%; inconclusive = no clear call, values can overlap the other calls; inactive = below that.

SMILES	BoNT A protease	Anthrax LF inh2	BoNT F protease	PfHsp40 rescue	FadD28 FP inh	GDH-TPI counter	Mtb FBA inh	Mtb UGM inh	BioA inh
COc1cc(C)ccc1OCc1cc(C(=O)NC(C)Cn2cncn2)no1 (stereo unspecified)	-0.2	0	-4	2.3	1.9	5	1	-1.1	0.8
O=C(N/N=C/C=C/c1cccc([N+](=O)[O-])c1)c1ccncc1	-1.2	-4	?	-0.3	-4.4	-14	-1	1.2	-0.6
Cn1cccc1/C=N\NC(=O)c1cncc(Br)c1	-2.1	-7	-28	/	-3.3	26	-1	0.9	1.2
Cc1cn(C2CCC(CO)O2)c(=O)[nH]c1=O (stereo unspecified)	0.2	-7	-35	-1.6	-1.9	-3	5	-1.5	-0.2
CC(CCN(C)C)OC(=O)c1ccc(C(C)c2ccccc2)o1 (stereo unspecified)	-0.8	-1	-1	0.4	0.2	12	-1	-0.3	-0.4
CCN(C(=O)C1CC1)C1CCS(=O)(=O)C1 (stereo unspecified)	1.8	-4	3	-0.3	1.0	-6	35*	0.9	-0.4
CCCCCc1c(C)[nH]c2nc3ccccc3n2c1=O	1.1	-1	4	-1.1	0.4	1	1	1.0	3.8
COc1ccc(-n2cnc3cc(N)ccc32)cc1	-1.4	-12	-38	?	0.2	0	0	0.5	3.6
COc1cccc(NC(=O)CSc2nnc(CNC(=O)c3ccccc3F)o2)c1	0.6	0	-1	0.9	0.7	3	-2	2.0	0.6
COc1ccc(OC)c(S(=O)(=O)Nc2ccc(-c3ccc4nnc(C)n4n3)cc2)c1	-0.2	3	2	/	-18	8	-1	-3.3	/
O=C(N/N=C/c1ccc[nH]1)c1sc2ccccc2c1Cl	-1.7	-2	-14	498*	-3.9	38*	-4	1.7	2.0
Cc1cc(=O)[nH]c2c(C)c(N)ccc12	0.9	0	-2	0.0	-5.1	8	+	3.7	-0.2
COc1cc(OC)c(C(=O)NNC(=O)c2ccccc2-n2cccc2)cc1OC	/	/	/	-0.8	-1.5	-2	3	1.9	-0.1
Cc1ccc2nc3c(cc(C(=O)NCC4CCCO4)c(=N)n3CC3CCCO3)c(=O)n2c1 (stereo unspecified)	0.7	33*	2	0.6	0.8	2	+	-0.4	/
COc1cccc(/C=N/NC(=O)c2ccoc2C)c1O	-5.0	-6	-30	-0.4	-3.9	6	1	2.0	-1.5
C=CCn1c(O)c(/C=C/C=Nc2ccccc2)c(=O)[nH]c1=O	0.5	2	0	-1.6	0.7	17	-23	2.2	/
O=C(O)c1cccc(NC2=C(N3CCOCC3)C(=O)c3ccccc3C2=O)c1	-0.6	3	-5	0.3	-1.5	17	11	1.1	1.0
CCCc1c(C(=O)NNc2ccccc2OC)cnn1-c1ccccc1	-0.4	0	7	5.9	-0.8	3	0	-0.7	/
CCOc1ccc(CO[C@@H]2O[C@H](CO)[C@@H](O)[C@H](O)[C@H]2NC(C)=O)cc1OC	-2.7	-16	-12	-0.5	-0.5	10	3	0.6	-0.9
O=C(COC(=O)CC1CC2CCC1C2)NC(=O)NC1CCCC1 (stereo unspecified)	0.7	0	-1	-1.3	-0.3	-1	0	4.8	/
COCCN1C(=O)C(C(=O)OC)CC2=C1CC(C)(C)CC2=O (stereo unspecified)	-0.6	-5	-3	-2.2	-0.4	1	-1	/	-0.1
O=C(CN1C(=O)/C(=C/c2ccc(F)cc2)SC1=S)N1CCN(CCc2ccccn2)CC1	0.3	-1	-1	4.7	-0.3	21	2	7.3	-4.4
C[C@@H]1C=C(C(=O)NCc2nc3ccccc3[nH]2)O[C@H](OCc2ccc(CO)cc2)C1	-0.1	-5	-6	0.1	-0.1	0	1	1.3	-0.3&-1.2
O=C(OCc1ccc(F)cc1Cl)c1ccccn1	-1.4	-3	-16	-1.9	0.0	-2	2	2.0	-0.7
CCOc1ccc(C(=O)CCC(=O)N(CC)CC(=O)NCc2cccs2)cc1	1.4	-1	?	-1.4	-0.3	7	5	2.6	0.7
Nc1ccccc1-c1nc2ccncc2[nH]1	-0.1	-1	-5	/	-2.0	18	84*	/	3.1
Cc1ccc(S(=O)(=O)N(C)c2ccccc2C(=O)N2CCCC2)cc1	1.4	-4	9	-2.2	-0.2	9	-1	-2.7	-0.4
Cc1ccc(C)c(NC(=O)c2ccc(S(=O)(=O)C(F)F)cc2)c1	0.2	-3	3	-0.5	0.1	0	1	-3.7	/
Cc1ccccc1NC(=O)Cn1cnc2c(oc3ccccc32)c1=O	0.2	1	-4	-1.0	-0.8	4	1	-5.6	-1.6
COc1ccc([C@@H](C)NC(=O)c2ccc3oc(C(C)C)nc3c2)cc1	-5.3	-1	-6	0.8	-1.6	5	-2	0.1	-1.5
COc1ccc(Cl)cc1C=CC=Nc1ccc(S(N)(=O)=O)cc1	0.0	-7	-8	-0.1	0.4	5	1	/	/
CC(C)[C@H](NC(=O)N1CCn2c1nc1ccccc12)C(=O)NCc1ccco1	2.1	-1	2	0.8	-1.4	2	-3	-1.1	-0.1
OC(Cn1c2ccccc2c2ccccc21)C[n+]1ccccc1 (stereo unspecified)	0.4	-1	0	0.2	-1.4	9	-2	1.0	-1.1
Cc1noc(C)c1COc1ccc(C(=O)NCCc2ccccn2)cc1	-0.3	-5	5	-0.2	-0.3	6	-1	0.5	/
CNC(=S)N1N=C(c2cccs2)CC1c1ccc(OC)cc1 (stereo unspecified)	0.4	10	6	-1.0	-8.1	48*	3	0.4	4.1
COc1ccc(S(=O)(=O)N2CCC(C(=O)NCCCn3ccnc3)CC2)cc1C	1.2	-4	8	0.1	-0.1	4	5	2.3	-0.1

Next section; it opens with the five that closed the last part.
SMILES	BoNT A protease	Anthrax LF inh2	BoNT F protease	PfHsp40 rescue	FadD28 FP inh	GDH-TPI counter	Mtb FBA inh	Mtb UGM inh	BioA inh
CC(C)[C@H](NC(=O)N1CCn2c1nc1ccccc12)C(=O)NCc1ccco1	2.1	-1	2	0.8	-1.4	2	-3	-1.1	-0.1
OC(Cn1c2ccccc2c2ccccc21)C[n+]1ccccc1 (stereo unspecified)	0.4	-1	0	0.2	-1.4	9	-2	1.0	-1.1
Cc1noc(C)c1COc1ccc(C(=O)NCCc2ccccn2)cc1	-0.3	-5	5	-0.2	-0.3	6	-1	0.5	/
CNC(=S)N1N=C(c2cccs2)CC1c1ccc(OC)cc1 (stereo unspecified)	0.4	10	6	-1.0	-8.1	48*	3	0.4	4.1
COc1ccc(S(=O)(=O)N2CCC(C(=O)NCCCn3ccnc3)CC2)cc1C	1.2	-4	8	0.1	-0.1	4	5	2.3	-0.1
O=C(COC(=O)c1cc2ccccc2o1)NCc1ccco1	/	/	/	-0.7	-2.8	7	1	/	-1.0
CCN1CCN(CCc2nc3cc([N+](=O)[O-])ccc3n2C)CC1	-5.2	-10	?	-0.8	-3.8	19	-1	4.2	0.0
Nc1cc(S(=O)(=O)Nc2ccccc2Cl)ccc1N1CCCCC1	1.5	-4	2	-0.7	1.0	-1	0	-0.7	-1.1
Cc1ccn2nc(S(=O)(=O)Nc3c(F)cccc3F)nc2n1	-0.6	0	-1	0.9	-2.7	-14	3	0.6	-0.3
CN(C)S(=O)(=O)c1ccc(C(=O)OCC(=O)Nc2cccnc2Cl)cc1	-0.7	-3	0	1.1	-1.2	1	3	-2.1	/
COCCN1Cc2cccc(C(=O)NC(C)CCc3ccco3)c2C1=O (stereo unspecified)	-1.1	0	-4	-0.8	-0.2	2	0	2.1	/
O=c1c2ccccc2n(Cc2ccccc2F)c(=O)n1Cc1ccccc1F	0.1	-5	-2	0.5	0.8	-5	2	-1.6	/
CCC(=O)N1CCCC(C(=O)NCc2ccc(C(C)C)cc2)CC1 (stereo unspecified)	-0.2	-8	0	/	0.0	2	0	/	0.0
C[C@]12CCC3C(CC[C@H]4C[C@@H](O)CC[C@]34C)C1C/C(=N/O)[C@@H]2O (stereo partly specified)	-0.3	0	-16	6.7	-0.9	7	2	-2.4	-1.6
CCN1CCN(Cc2ccc(C)cc2)CC1	1.1	5	6	-0.3	-0.5	10	0	0.6	-0.4
CN1C(C(=O)Nc2ccc(F)cc2F)=CC(c2cccs2)=NS1(=O)=O	0.8	-9	-4	-0.9	1.4	21	7	-1.7	0.1
CCOc1cc(C2C(C#N)=C(N)Oc3c2c(=O)oc2ccccc32)ccc1OC(=O)c1cccs1 (stereo unspecified)	-0.4	0	1	0.0	1.2	7	-1	-0.4	/
O=C(CCc1ccccc1)NNC(=O)c1ccccc1Br	0.2	-1	0	0.0	-0.1	-2	2	-3.5	-0.3
O=C(c1ccccc1[N+](=O)[O-])N1CCC2(CC1)OCCO2	-4.6	-8	?	-0.1	-3.4	2	1	-0.1	-0.9
Cc1ccc(S(=O)(=O)NC2=NCN(Cc3ccccc3)CN2)cc1	-2.6	8	-6	0.0	-1.5	-10	0	-0.1	-2.0
COc1ccc(OC)c(NC(=O)CSc2sc3c(O)cc(=O)[nH]c3c2C#N)c1	-2.6	-12	-11	6.4	0.3	6	-2	0.7	-0.7
O=C(CCNC(=O)C1CCN(S(=O)(=O)c2ccc(F)cc2)CC1)NCc1ccc(F)cc1	0.5	-3	4	0.0	-4.8	-8	-1	0.9	-0.7
CC1CCCC(NC(=O)COC(=O)COc2cccc(F)c2)C1C (stereo unspecified)	-0.3	-4	0	-0.7	-2.2	-3	-1	-0.3	4.0
C[C@@H](O)CNC(=O)c1[nH]cnc1C(=O)N[C@H](C)c1ccccc1	-0.1	-2	0	/	-3.7	-1	0	/	0.4
CN(C(=O)C1Cc2c(-c3ccccc3Oc3ccccc3)ccnc2O1)c1ccccc1 (stereo unspecified)	1.2	-2	5	/	-5.2	-13	-1	/	-0.5
C#CCOCCOCCOCCNc1nc(N2CCN(C(=O)[C@H](Cc3cc4ccccc4[nH]3)n3cc(C(N)CC(C)C)nn3)CC2)nc(N2CCN(C(=O)[C@H](CCC(=O)O)n3cc(C(N)[C@H](C)CC)nn3)CC2)n1 (stereo partly specified)	-0.4	0	-10	-1.6	-0.6	1	0	-1.7	-0.2
Cc1ccc(S(=O)(=O)N2CCC(=O)N(CCOCc3ccc(F)cc3)CC2)cc1	-0.3	5	-11	-0.1	-5.2	7	-2	0.7	-0.3
CCOC(=O)CN1C(=O)S/C(=C\c2ccc3c(c2)OCO3)C1=O	-1.0	-9	-22	-0.4	-1.9	13	-1	0.8	3.5
C/C(=C\c1ccccc1)C(=O)NCc1ccco1	0.2	-2	-5	1.1	-1.3	3	2	-0.7	/
CCn1cc(C2=NC(C(C)C)CO2)c2ccccc21 (stereo unspecified)	-0.7	-10	-8	-1.2	0.8	10	0	0.0	1.9
CC1CCN(S(=O)(=O)c2ccc3c(c2)oc(=O)n3CC(=O)N2c3ccccc3CC2C)CC1 (stereo unspecified)	-0.3	-4	-14	0.4	-0.4	5	4	0.1	-1.6
Cc1cccc(C)c1OCCNC(=O)CCC(=O)c1ccccc1	-0.3	-2	-4	-1.3	-0.2	3	-2	-0.9	/
CCCSc1nc2c(cnn2-c2ccccc2)c(=O)[nH]1	-0.8	-2	-6	0.3	-2.1	5	-2	-2.4	0.0
CCCCCc1nc2c(=O)n(C)c3ccccc3c2o1	-0.2	2	-7	-0.7	-3.2	3	-5	-1.3	2.5
Cc1nnc(SCC(=O)NC(C)(C)C)n1NCc1cccc(Br)c1	-1.9	-1	0	-0.4	-2.1	2	-1	-0.5	0.1
CC(C)Oc1ccc(CNC(=O)Cn2ccc3cc(S(=O)(=O)N4CCCC4)ccc32)cc1	-0.2	-2	-5	0.3	-3.3	7	-1	-1.5	0.3
Cc1ccc(C)c(OCc2cc(C(=O)N3CCN(c4ccccc4C)CC3C)no2)c1 (stereo unspecified)	-0.8	-4	-8	0.1	-0.4	6	7	-0.3	-1.1
COc1cccc(/C=N/n2nnnc2N)c1OCC#N	-0.5	-2	-3	-1.2	-4.4	10	15	3.2	/
CCOc1ccc(C2NCCc3cc(OC)c(OC)cc32)cc1OC (stereo unspecified)	0.7	11	16	0.3	1.7	18	3	5.8	-0.6
